Assay outcomes from PubChem BioAssay.
Lipid storage S3 = qHTS Assay for Lipid Storage Modulators in Drosophila S3 Cells. AID 2685. 0.64% of 320,000 active. Drosophila S3 cells, BODIPY lipid droplet fluorescence, 18-24 h; cells fed with added oleic acid. Potency in µM for hits, for the others lipid storage change, negative = inhibition, % at the top dose, mostly 46.1 µM; active means well fitted inhibition curve with a large enough effect in the signal ratio, with a control signal flat, not every such curve was filed as active; inconclusive means small, poorly fitted or top-dose-only effect, or effect the other way, or a change in a side signal; the % refers to the signal ratio
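Drosophila S3 cells loaded with oleic acid (400 uM, as added) and compounds at several concentrations; lipid droplets imaged by 488-nm laser-scanning cytometry, 500–530 nm intensity and object ratio to cell channel. Percent activity normalized to 20 uM Triacsin C.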
Lipid storage S3 cell count max = also measured in Lipid storage S3; calls as there; cell number change, %; measured here: cell count max response;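 cells counted by Cell Tracker Red CMTPX staining in the red channel; peak over a dose series mostly up to 46.1 µM; percent activity relative to internal control wells on each plate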
Starred values were filed as active, the others as inactive. On the % scale 0 is the no-effect control and ±100 the full control effect; potency means the concentration at half of the fitted maximal effect. Some of the compounds tested, so the mix of outcomes need not match the whole.

How did O=C(NCC1CCCO1)C1CCN(C2CCN(C(=O)Cc3ccsc3)CC2)CC1 (configuration not stated) do in these assays?
Lipid storage S3: -25%; Lipid storage S3 cell count max: -8

Results for COc1ccc(CCNC(=O)CCNC(=O)c2ccco2)cc1OC ?
Lipid storage S3: inconclusive

What do the screens show for `Cn1c(Oc2ccc(Cl)cc2)c(C=O)c2ccccc21`?
Lipid storage S3: inconclusive

Results for COc1ccc(C(C)=O)cc1COC(=O)CNC(=O)c1cc(C)cc(C)c1 ?
Lipid storage S3: -24%; Lipid storage S3 cell count max: -1

How did CC(NC(=O)CN1CCN(CC(=O)Nc2ccccc2Cl)CC1)c1ccc(Br)cc1 (configuration not stated) do in these assays?
Lipid storage S3: inconclusive

How did CCc1c(O)nc(N2CCN(Cc3ccccc3)CC2)[nH]c1=O do in these assays?
Lipid storage S3: inconclusive

Results for CC(C)Nc1nc(Oc2ccc(=O)n(-c3ccccc3)n2)nc(N(C)C)n1 ?
Lipid storage S3: inconclusive

Results for CC(=N\O)/C(CN(C)C)=N/O ?
Lipid storage S3: -1%; Lipid storage S3 cell count max: 4

How did Cc1c([N+](=O)[O-])c2ccc(O)cc2n1-c1ccccc1 do in these assays?
Lipid storage S3: 8%; Lipid storage S3 cell count max: 2

How did CCOc1ccc(C(=O)/C=C/c2cc(OC)c(OC)c(OC)c2)cc1 do in these assays?
Lipid storage S3: inconclusive

How did CC(C)N(Cc1nccn1C)C(=O)c1cc(COc2ccc(F)cc2Cl)on1 do in these assays?
Lipid storage S3: -17%; Lipid storage S3 cell count max: 5

How did CCCCc1ccc(NC(=S)NCc2cccs2)cc1 do in these assays?
Lipid storage S3: inconclusive

Reprinted from the listing, 4 compounds:
How did O=C(NCC1CCCO1)C1CCN(C2CCN(C(=O)Cc3ccsc3)CC2)CC1 (configuration not stated) do in these assays?
Lipid storage S3: -25%; Lipid storage S3 cell count max: -8

Results for COc1ccc(CCNC(=O)CCNC(=O)c2ccco2)cc1OC ?
Lipid storage S3: inconclusive

What do the screens show for `Cn1c(Oc2ccc(Cl)cc2)c(C=O)c2ccccc21`?
Lipid storage S3: inconclusive

Results for COc1ccc(C(C)=O)cc1COC(=O)CNC(=O)c1cc(C)cc(C)c1 ?
Lipid storage S3: -24%; Lipid storage S3 cell count max: -1

The listing continues:
Results for COc1ccc(S(=O)(=O)N2CCC(C(=O)NCc3ccccc3)CC2)cc1OC ?
Lipid storage S3: 1%; Lipid storage S3 cell count max: 13

What do the screens show for `Cc1ccc(CNC(=O)CCNC(=O)c2ccco2)cc1`?
Lipid storage S3: inconclusive

What do the screens show for `COc1cc2cc(C(=O)N3CCc4ccccc4C3)[nH]c2cc1OC`?
Lipid storage S3: inconclusive

How did CC(OC(=O)CNS(=O)(=O)c1ccc2ccccc2c1)C(=O)N(C)c1ccccc1 (configuration not stated) do in these assays?
Lipid storage S3: inconclusive

Results for CC1=CC(C)(C)n2c(O)c(N=N)c3c(C)c(C)cc1c32 ?
Lipid storage S3: inconclusive

Results for CC(/C=C1\SC(=S)N(CCCC(=O)Nc2ccc(C(=O)O)cc2)C1=O)=C\c1ccccc1 ?
Lipid storage S3: inconclusive

What do the screens show for `Cn1nc(C(=O)NC2CCCCC2)c2c1-c1ccccc1SC2`?
Lipid storage S3: inconclusive

Results for CCn1c(SCC(=O)Nc2nc(-c3ccccc3)cs2)nnc1-c1ccccc1 ?
Lipid storage S3: inconclusive

What do the screens show for `CCOC(=O)Cn1nc(C)c(NC(=O)c2ccc(Br)o2)c1C`?
Lipid storage S3: inconclusive

How did O=C(NCC(=O)N(CC1CCCO1)C(C(=O)NC1CCCCC1)c1ccccc1)c1cccs1 (configuration not stated) do in these assays?
Lipid storage S3: 11%; Lipid storage S3 cell count max: -6

Results for COc1ccccc1C(C(=O)NCc1ccccc1)N(C(=O)c1csnn1)C1CC1 (configuration not stated) ?
Lipid storage S3: inconclusive

Results for COc1ccccc1C1c2ccc3ccccc3c2Oc2ncn(CCCO)c(=N)c21 (configuration not stated) ?
Lipid storage S3: 23%

Results for Cc1cccc(C)c1NC(=O)COC(=O)c1cc(=O)[nH]c2ccccc12 ?
Lipid storage S3: inconclusive

How did CC1(CO)COC2(OC1)C(=O)Nc1ccccc12 (configuration not stated) do in these assays?
Lipid storage S3: 16%; Lipid storage S3 cell count max: 9

Results for CCOc1ccccc1-n1c(SC(C)C(=O)NCC2CCCO2)nc2ccccc2c1=O (configuration not stated) ?
Lipid storage S3: -26%; Lipid storage S3 cell count max: -4

How did OCCC1CN(Cc2cccn2-c2cccnc2)CCN1C1CCCC1 (configuration not stated) do in these assays?
Lipid storage S3: 8%; Lipid storage S3 cell count max: 7

How did O=C(NCc1ccc(OC(F)(F)F)cc1)C1CC2Cn3c(nc4ccccc43)C2N1c1ccccc1 (configuration not stated) do in these assays?
Lipid storage S3: inconclusive

What do the screens show for `CC1(C)CC(=O)c2cnc(NC(=O)Cc3ccc(Cl)cc3)nc2C1`?
Lipid storage S3: inactive

How did O=C(NC1CCCCCC1)C1CCN(S(=O)(=O)c2c(Cl)cccc2Cl)CC1 do in these assays?
Lipid storage S3: inconclusive

What do the screens show for `Cc1ccc(S(=O)(=O)c2c(C)cc(C)nc2N2CCOCC2)cc1`?
Lipid storage S3: inactive; Lipid storage S3 cell count max: -2

What do the screens show for `O=[N+]([O-])c1cccc(S(=O)(=O)NCc2ccccn2)c1`?
Lipid storage S3: inactive; Lipid storage S3 cell count max: 24

Results for Cc1cccc2nc(CSc3nnc(N)s3)cn12 ?
Lipid storage S3: inconclusive

Results for CC(C)(C)N1CC(c2nc3ccccc3n2Cc2ccc(F)cc2)CC1=O (configuration not stated) ?
Lipid storage S3: inconclusive

How did Cc1noc(NS(=O)(=O)c2ccc(NC(=O)c3cc(F)c(F)c(F)c3F)cc2)c1C do in these assays?
Lipid storage S3: inactive

How did CC1CCN(C(=O)/C(=C\c2ccco2)NC(=O)c2ccccc2)CC1 do in these assays?
Lipid storage S3: -21%; Lipid storage S3 cell count max: 13

Results for Cc1c(Cl)cccc1NC(=S)NCCC(c1ccccc1)c1ccccc1 ?
Lipid storage S3: inconclusive

Results for CCCn1cc(S(=O)(=O)c2ccc(F)cc2)c(=O)c2cc(OCC)ccc21 ?
Lipid storage S3: inconclusive

How did COc1ccc(OCc2nnc(SCC(=O)Nc3ccc(C)cc3)o2)cc1 do in these assays?
Lipid storage S3: 22%; Lipid storage S3 cell count max: 11

Results for COc1ccc(NC(=O)c2oc3ccccc3c2C)cn1 ?
Lipid storage S3: inactive; Lipid storage S3 cell count max: 14

What do the screens show for `CCOC(=O)Nc1ccc(C(=O)Oc2ccccc2)c(O)c1`?
Lipid storage S3: -19%; Lipid storage S3 cell count max: -3

What do the screens show for `COc1ccccc1NC(=O)COC(=O)C1C2CC3OC(=O)C1C3C2` (configuration not stated)?
Lipid storage S3: inconclusive

How did C1=Nc2c(Nc3ccccc3)ncnc2Oc2ccccc21 do in these assays?
Lipid storage S3: inconclusive

What do the screens show for `COc1ccccc1NC(=O)NC(=O)N(C(C)C)S(C)(=O)=O`?
Lipid storage S3: inconclusive

How did CCC(=O)N1CCc2cc(Br)cc(S(=O)(=O)NCCN3CCCC3)c21 do in these assays?
Lipid storage S3: 3%; Lipid storage S3 cell count max: 19

What do the screens show for `Cc1ccc(OCCNC(=O)c2cccc(Oc3ccc(C(F)(F)F)cc3[N+](=O)[O-])c2)cc1`?
Lipid storage S3: -20%; Lipid storage S3 cell count max: -3

What do the screens show for `Cc1ccccc1NC(=O)Cc1nc(CN(C)CC(=O)Nc2cccc(F)c2)cs1`?
Lipid storage S3: inconclusive

What do the screens show for `CCc1ccccc1OCCCCN1CCCCC1`?
Lipid storage S3: inactive; Lipid storage S3 cell count max: -14

How did O=C(CCc1nc2sc3c(c2c(=O)[nH]1)CCCC3)NCC(=O)Nc1ccccc1Br do in these assays?
Lipid storage S3: inconclusive

Results for CCOC(=O)C1CN(S(=O)(=O)c2ccc(OC)cc2)c2cc(S(=O)(=O)CC)ccc2O1 (configuration not stated) ?
Lipid storage S3: 11%; Lipid storage S3 cell count max: -1

What do the screens show for `COc1ccc(NC(=O)CN(C)C(=O)CN2C(=O)C3CCCCC3C2=O)cc1` (configuration not stated)?
Lipid storage S3: 9%; Lipid storage S3 cell count max: 11

Results for CCOc1ccccc1NC(=O)COc1ccc(S(=O)(=O)N2CCCC2)cc1 ?
Lipid storage S3: inconclusive

Results for O=C(COC(=O)CCSc1ccc(Cl)cc1)NCc1ccc(Cl)cc1 ?
Lipid storage S3: inconclusive

Results for CC(=O)c1sc(NC(=O)CCCc2nc3ccccc3c(=O)[nH]2)nc1-c1ccccc1 ?
Lipid storage S3: inconclusive

How did COc1ccc(C(=O)Nc2ccnn2C2CCN(Cc3cn(C)nc3C)CC2)cc1 do in these assays?
Lipid storage S3: 13%; Lipid storage S3 cell count max: -6

How did COc1ccccc1C(=O)NNC(=O)c1nn(Cc2ccccc2)c(=O)c2ccccc12 do in these assays?
Lipid storage S3: inconclusive

What do the screens show for `CN(C)S(=O)(=O)c1cccc(N2C(=O)CC3(CCCCC3)CC2=O)c1`?
Lipid storage S3: 8%; Lipid storage S3 cell count max: 18

What do the screens show for `C=C(C)CC1N(c2cccc(OC)c2)C(=O)C2C(C(=O)O)C3C=CC21O3` (configuration not stated)?
Lipid storage S3: 6%; Lipid storage S3 cell count max: 15

What do the screens show for `CN(Cc1c(C(=O)N/N=C/c2c(F)cccc2Cl)nnn1-c1nonc1N)c1ccccc1`?
Lipid storage S3: -3%; Lipid storage S3 cell count max: 8

Results for Oc1ccc2c(c1)c1c3n2CCNC3CCC1 (configuration not stated) ?
Lipid storage S3: inactive; Lipid storage S3 cell count max: 8

Results for CC1CCN(C(=O)C2CCC(=O)N(Cc3ccc(Cl)cc3)C2)CC1 (configuration not stated) ?
Lipid storage S3: inconclusive

What do the screens show for `Cc1cccc(C(=O)NCC(=O)NCC(c2cccs2)N2CCOCC2)c1` (configuration not stated)?
Lipid storage S3: -8%; Lipid storage S3 cell count max: -18

How did O=C(O)C1CC1C(=O)Nc1cc(F)ccc1F (configuration not stated) do in these assays?
Lipid storage S3: -1%; Lipid storage S3 cell count max: 7

Results for COc1ccc(N/C=C(\C=C\C#N)S(=O)(=O)c2ccccc2)cc1 ?
Lipid storage S3: -1%; Lipid storage S3 cell count max: 2

How did COc1ccc(-c2nc(SC(CC(=O)NCc3ccccc3)c3ccc(OC)c(OC)c3)n[nH]2)cc1 (configuration not stated) do in these assays?
Lipid storage S3: -2%; Lipid storage S3 cell count max: 23

Results for COc1ccc(-n2c(C)cc(C(=O)CSc3nnc(-c4ccoc4C)n3C)c2C)cc1 ?
Lipid storage S3: 11%; Lipid storage S3 cell count max: -9

Results for Cc1ccc(CCNC(=O)C2CCN(S(=O)(=O)c3ccc4c(c3)oc(=O)n4C)CC2)cc1 ?
Lipid storage S3: inactive; Lipid storage S3 cell count max: -5

What do the screens show for `O=C(/C=C/c1ccco1)NCc1ccc2c(c1)OCO2`?
Lipid storage S3: -9%; Lipid storage S3 cell count max: -1

Results for Cn1c(=O)c2c3c(sc2n2c(SCc4ccc5c(c4)OCO5)nnc12)COC(C)(C)C3 ?
Lipid storage S3: inconclusive

How did CC1CCc2nn(CC(=O)NCc3ccc4c(c3)OCO4)cc2C1 (configuration not stated) do in these assays?
Lipid storage S3: inactive

What do the screens show for `COc1ccc(-n2c(SCc3ccc([N+](=O)[O-])cc3)nnc2-c2ccc(C)cc2)cc1`?
Lipid storage S3: inconclusive

A draw from above in order of formula weight, descending.
Results for Cn1c(=O)c2c3c(sc2n2c(SCc4ccc5c(c4)OCO5)nnc12)COC(C)(C)C3 ?
Lipid storage S3: inconclusive

Results for COc1ccc(-n2c(C)cc(C(=O)CSc3nnc(-c4ccoc4C)n3C)c2C)cc1 ?
Lipid storage S3: 11%; Lipid storage S3 cell count max: -9

What do the screens show for `COc1ccc(-n2c(SCc3ccc([N+](=O)[O-])cc3)nnc2-c2ccc(C)cc2)cc1`?
Lipid storage S3: inconclusive

What do the screens show for `O=C(/C=C/c1ccco1)NCc1ccc2c(c1)OCO2`?
Lipid storage S3: -9%; Lipid storage S3 cell count max: -1

Results for Oc1ccc2c(c1)c1c3n2CCNC3CCC1 (configuration not stated) ?
Lipid storage S3: inactive; Lipid storage S3 cell count max: 8

(continued)
Results for Fc1ccccc1COc1ccc(/C=N/NC(=S)NCc2ccccc2)cc1 ?
Lipid storage S3: 0%; Lipid storage S3 cell count max: -20

What do the screens show for `CC(=O)N1N=C(c2ccco2)CC1c1ccc(C)cc1` (configuration not stated)?
Lipid storage S3: inconclusive

What do the screens show for `CC(=O)N1CCN(c2ccc(S(C)(=O)=O)cc2[N+](=O)[O-])CC1`?
Lipid storage S3: inconclusive

What do the screens show for `CCCn1c(C)cc(C(=O)COC(=O)c2cc(S(=O)(=O)NCC(C)C)c(Cl)cc2Cl)c1C`?
Lipid storage S3: inactive; Lipid storage S3 cell count max: 15

How did COc1ccc(CCNC(=O)Cn2cc(C(F)(F)F)cc(Cl)c2=O)cc1 do in these assays?
Lipid storage S3: inactive; Lipid storage S3 cell count max: -10

How did Cc1cc2c(=O)n(Cc3ccco3)c(SCC(=O)c3ccc(Cl)s3)nc2s1 do in these assays?
Lipid storage S3: -30%; Lipid storage S3 cell count max: -25

What do the screens show for `COc1ccc(S(=O)(=O)N2CCN(CC(=O)NC3CC3)CC2)cc1`?
Lipid storage S3: -18%

How did O=C(COC(=O)c1cc(Br)ccc1O)NC1CCCCCC1 do in these assays?
Lipid storage S3: inactive; Lipid storage S3 cell count max: -18
